Bioassay records from PubChem BioAssay.
Neddylation inh – blocks human cullin neddylation; TR-FRET cullin neddylation, biochemical; 0.58% of 360,000 active; calls only at 25 µM; P61081+Q13564; in the data active means inhibition above about 36%
Target sequence (P61081 whole entry, looked up): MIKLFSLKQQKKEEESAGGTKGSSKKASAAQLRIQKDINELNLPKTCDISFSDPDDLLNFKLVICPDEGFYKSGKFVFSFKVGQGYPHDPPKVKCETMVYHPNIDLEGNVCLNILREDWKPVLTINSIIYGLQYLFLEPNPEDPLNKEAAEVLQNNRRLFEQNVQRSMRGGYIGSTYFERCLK
Target sequence (Q13564 whole entry, looked up): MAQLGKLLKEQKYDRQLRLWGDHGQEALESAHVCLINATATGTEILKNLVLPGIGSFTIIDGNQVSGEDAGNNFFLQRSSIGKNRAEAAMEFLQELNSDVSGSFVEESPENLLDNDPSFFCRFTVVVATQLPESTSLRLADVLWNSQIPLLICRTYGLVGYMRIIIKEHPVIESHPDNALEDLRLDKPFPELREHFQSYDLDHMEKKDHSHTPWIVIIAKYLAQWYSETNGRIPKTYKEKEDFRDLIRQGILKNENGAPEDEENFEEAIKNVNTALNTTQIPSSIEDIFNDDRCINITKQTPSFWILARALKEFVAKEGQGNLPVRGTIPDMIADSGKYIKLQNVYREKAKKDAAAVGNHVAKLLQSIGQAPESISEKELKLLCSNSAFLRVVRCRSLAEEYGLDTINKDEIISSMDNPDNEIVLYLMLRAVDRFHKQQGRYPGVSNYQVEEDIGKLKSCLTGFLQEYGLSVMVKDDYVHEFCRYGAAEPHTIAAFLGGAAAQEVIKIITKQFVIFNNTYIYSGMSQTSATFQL
MLLE-PAM2 inh – blocks PAM2 peptide binding to the PABP1 MLLE domain. P11940. inhibition, % at 20 µM. AID 588489. GST-MLLE / FITC-PAM2 fluorescence polarization. 0.36% of 360,000 active; in the data active means inhibition above about 35%, passing the limit was not always enough;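 further: plate controls were DMSO wells with GST-MLLE for no effect and wells lacking GST-MLLE protein for full effect; some results filed as inactive read as strong as hits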
SKN-1 inh – C. elegans SKN-1 inhibition; C. elegans VP596 Pgst-4::GFP/RFP ratio, acrylamide-induced, 24 h; inhibition, % at 21.8 µM; 0.49% of 360,000 active;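 active means interference check ratio from 0.5 to 1.5 plus GFP to RFP signal ratio inhibition reaching or exceeding a fixed threshold, cut at about 30% in these data, passing the limit was not always enough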; further: some compounds called inactive have numbers as strong as hits
MT1-MMP act inh – MT1-MMP (human) activation inhibition | P50281 | HT1080 RFP-PRO-GFP cells, GFP/RFP ratio fluorescence, overnight; percent of plate control window, DMSO zero | GFP/RFP ratio change, % at 20 µM | 0.061% of 360,000 active;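 active means GFP/RFP ratio change of at least 30% with cell ATP level not reduced by more than half and red fluorescence within 50% of control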; further: strong numbers were not always called active
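Assay system: HT1080 RFP-PRO-GFP cells | Dosing: 20 µM single dose, 1% DMSO | Incubation: Cells overnight before dosing, compound overnight, 37 °C, 5% CO2 | Evaluation: GFP/RFP fluorescence ratio | Control set: DMSO-only wells and HT1080 RFP-L50D-GFP cell wells as references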
Rin1 Abl inh – human Rin1-Abl interaction inhibition. P00519+Q13671. TR-FRET Rin1/Abl binding, biochemical. inhibition, % at 7.35 µM. 0.4% of 360,000 active; in the data active means inhibition above about 5%, passing the limit was not always enough
bovine MsrA act – activates bovine MsrA enzyme. purified bovine MsrA, absorbance read-out. activation, % at 10.6 µM. 0.3% of 360,000 active; in the data active means activation above about 7.5%;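 further: 0% = vehicle and 100% = reference activator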
eLon inh – E. coli protease La inhibition; purified E. coli Lon protease, fluorescence polarization; AID 602123; P0A9M0; 0.42% of 360,000 active; inhibition, % at 7.94 µM; in the data active means inhibition above about 13%, passing the limit was not always enough;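 further: 0% = enzyme with probe and DMSO and 100% = no enzyme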
FAS TE block – blocks the thioesterase domain of human fatty acid synthase. P49327. recombinant FAS-TE, OMFH fluorogenic substrate, fluorescence endpoint. inhibition, % at 15 µM. 0.67% of 360,000 active;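 active means compounds whose normalised, plate-corrected inhibition of enzyme fluorescence in the single-dose primary screen is 50% or more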;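 further: 0% = DMSO with enzyme and 100% = substrate without enzyme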
CendR NRP1 mod – NRP-1/CendR interaction modulation; AID 602438; inhibition, % at 25 µM; O14786; FAM-RPARPAR peptide binding to NRP-1, fluorescence polarization; 0.85% of 360,000 active;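 active means inhibition or corrected inhibition above about 18%, plus a signal ratio from 0.5 to 1.5, limit read from the data, passing the limit was not always enough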; further: strong numbers were not always called active
* = called active by the depositor; i = inactive; / = not tested or not shown.

mol	Neddylation inh	MLLE-PAM2 inh	SKN-1 inh	MT1-MMP act inh	Rin1 Abl inh	bovine MsrA act	eLon inh	FAS TE block	CendR NRP1 mod
CCOC(=O)C1(CCOC)CCN(Cc2cccc(OCc3ccccc3)c2)CC1	i	-16.4	1.7	7.3	-1.4	0.2	-7.8	6.1	-1.1
COc1ccc(NC(=O)C(=O)NCC2CCCN2S(=O)(=O)c2cc(C)ccc2C)cc1 (configuration not stated)	i	-9.5	-0.6	-7.3	3.0	0.2	5.3	12.0	-4.9
CCc1ccccc1NC(=S)N(Cc1ccc(C(=O)O)cc1)Cc1ccc(OC)c(OC)c1	i	10.3	-3.2	-2.5	-0.7	-8.6	-7.3	-4.7	4.7
Cc1ccc(NS(=O)(=O)c2cccc3cccnc23)c(Br)c1	i	6.7	14.0	0.4	1.1	-1.2	1.2	15.1	7.3
N#Cc1c(-c2cccs2)nc(SCc2ccc(Cl)cc2)[nH]c1=O	i	3.1	0.4	-3.3	-190.8	-2.5	-6.8	65.5*	-58.2
CC(C)CC(=O)N1CCC(O)(CS(=O)(=O)c2ccc(Cl)c(Cl)c2)CC1	i	7.8	4.1	5.7	-0.6	-0.7	-10.4	-1.8	4.8
COc1cc([N+](=O)[O-])ccc1NC(=O)CCCOc1cccc(C)c1	i	-4.8	-11.4	-3.7	0.6	2.0	-3.5	31.0	19.7*
Cc1cccc(NC(=O)C23CCC(C)(C(=O)O2)C3(C)C)c1 (configuration not stated)	i	3.7	10.8	2.2	4.9	-9.3	1.0	-5.1	2.4
Cc1ccc(N2CC(C(=O)N3CCN(c4ccccn4)CC3)CC2=O)cc1 (configuration not stated)	i	5.4	8.8	1.0	4.0	-10.1	7.2	-4.8	-6.5
COc1ccc(S(=O)(=O)Nc2ccc3c(c2)OCCO3)cc1OC	i	-11.5	6.1	5.5	-1.8	-9.7	-7.6	-6.8	-7.5
Cc1ccc(C)c(S(=O)(=O)NCc2ccc(C(=O)N3CCN(C)CC3)cc2)c1	i	-15.8	-26.4	11.0	-1.5	-10.2	2.2	-3.5	4.1
CC(/C=C/c1ccc(N(C)C)cc1)=N/N=C1/NC(=O)CC(C(=O)Nc2ccc(Cl)cc2)S1 (configuration not stated)	i	-62.6	10.9	-0.4	1.7	-8.7	-63.7	6.5	-111.1
CN=C(C[N+](=O)[O-])NCCSCc1ccc(CN(C)C)o1	i	17.3	3.4	-0.2	-2.9	-1.3	6.5	-0.9	11.7
O=C(C1CCCN(S(=O)(=O)c2cccc3cccnc23)C1)N1CCc2ccccc21 (configuration not stated)	i	-11.0	-10.8	2.2	-0.7	-0.6	8.8	8.4	-0.1
O=C(C1=C[C@@H](C2CC2)C[C@@H](OCCCCO)O1)N1CCN(Cc2ccc3c(c2)OCO3)CC1	i	-8.1	-11.8	-1.6	1.5	-0.6	-9.0	-4.6	3.5

Carrying on:
mol	Neddylation inh	MLLE-PAM2 inh	SKN-1 inh	MT1-MMP act inh	Rin1 Abl inh	bovine MsrA act	eLon inh	FAS TE block	CendR NRP1 mod
O=C(NCCc1ccccc1)c1ccc(=O)[nH]c1	i	-9.8	-3.7	4.4	1.7	-0.8	-3.7	-3.7	5.1
Cc1noc(C)c1NC(=O)N(C)C[C@@H]1OCc2cn(nn2)CCCC(=O)N([C@H](C)CO)C[C@H]1C	i	-7.8	9.6	0.0	-1.5	-1.0	-11.7	-6.6	-3.2
C=CCn1c(=O)c2ccccc2n2c(SCC(C)=O)nnc12	i	-36.8	10.1	2.7	2.5	-2.8	0.5	-4.1	5.8
CCOc1ccc(S(=O)(=O)N2CCCC(C(=O)NCc3ccncc3)C2)cc1C (configuration not stated)	i	12.4	5.3	-0.5	3.9	-0.3	-0.2	-1.1	6.2
O=C(O)CCCn1cc(NC(=O)c2sc3ccccc3c2Cl)cn1	i	-10.4	-2.2	2.8	-2.6	-1.7	-3.8	-6.9	-2.4
COc1cc2c(cc1OC)C(c1ccc(-c3ccccc3Cl)o1)=NCC2	i	7.7	1.8	-8.3	-4.3	-0.9	-0.4	17.3	-11.9
CO/N=C/c1ccc(N2CCN(C(=O)c3cccc(C(F)(F)F)c3)CC2)c([N+](=O)[O-])c1	i	4.7	0.5	6.7	-2.6	-0.2	-0.9	26.7	-3.5
Cc1cc(C)n(-c2ccc(C(=O)OCc3ccccc3)cc2)n1	i	7.9	6.1	1.9	-0.6	-7.0	-1.5	11.3	-8.5
COc1ccc(SCCN2CCN(CC(C)C)CCC2=O)cc1	i	26.4	-5.3	0.0	4.6	-5.8	9.0	-8.3	9.7
CCSc1n[nH]c(=O)[nH]c1=O	i	8.0	4.8	6.5	0.6	2.3	7.4	-3.2	11.1
CC(=O)NCCNC(=O)C1(C)Cc2c(-c3cccc(C(F)(F)F)c3)ccnc2O1 (configuration not stated)	i	11.1	8.2	-2.2	3.3	-3.1	-14.3	-8.6	-6.9
CCn1ncc(NC(=S)NCCc2ccccc2)c1C(N)=O	i	25.6	8.8	1.2	3.2	-0.7	2.5	-2.3	4.7
Cc1ccc(CNS(=O)(=O)c2c(C(=O)N3CCCCC3)c(C)n(C)c2C)o1	i	0.9	11.1	2.6	0.0	-0.6	1.1	-8.3	12.7
CC1CCCC(NS(=O)(=O)c2cc3c(cc2Cl)NC(=O)CO3)C1C (configuration not stated)	i	-19.3	2.6	-1.6	-1.7	-1.6	-4.0	6.8	-15.6
O=C(NCc1ccccc1Cl)c1ccc(NC2=NC3CS(=O)(=O)CC3S2)cc1 (configuration not stated)	i	-120.3	-2.7	4.9	-1.6	-8.8	-9.5	-3.6	-17.1

Next records follow:
mol	Neddylation inh	MLLE-PAM2 inh	SKN-1 inh	MT1-MMP act inh	Rin1 Abl inh	bovine MsrA act	eLon inh	FAS TE block	CendR NRP1 mod
O=C(C1CCN(S(=O)(=O)c2cnc[nH]2)CC1)N(CCc1ccccc1)Cc1ccccc1	i	4.9	2.2	-6.9	-0.4	-1.4	-2.2	-18.3	10.5
Cc1ccc2c(CC(=O)NNC(=O)c3ccncc3)coc2c1	i	-9.9	4.2	-2.9	2.1	-3.2	-4.4	-1.5	-8.5
Cc1ccc(-c2nnn(CC(=O)N(Cc3ccccc3)C(C(=O)NC3CCCC3)c3ccncc3)n2)o1 (configuration not stated)	i	-7.2	8.0	-4.9	-1.6	-0.9	1.9	-0.1	-17.8
CCSc1nnc(NC(=O)C(Cc2ccccc2)n2cccc2)s1 (configuration not stated)	i	-1.6	-2.5	0.6	-5.1	-1.2	-3.4	0.6	2.6
COc1cc(C(=O)NCCC(=O)NCCN2CCOCC2)cc(OC)c1OC	i	0.6	-7.5	0.5	-2.5	-11.7	0.3	-7.3	-7.7
COc1ccc(C)cc1NC(=O)c1cc(S(=O)(=O)N2CCCCC2)ccc1N1CCOCC1	i	-5.0	-9.5	-4.7	6.4	-11.5	-2.6	28.5	-0.7
Cc1ccc(C)c(NC(=S)NC(NC(=O)Cc2ccccc2)C(Cl)(Cl)Cl)c1 (configuration not stated)	i	24.1	-0.9	-4.5	-0.9	-2.9	-10.0	-7.9	0.4
Cc1nc(Nc2ccc(Cl)cc2)c2nnn(Cc3ccccc3)c2n1	/	-3.4	0.0	-8.1	1.8	-3.6	4.4	18.2	-7.2
Cc1ccc(Cl)cc1N1CCN(C(=O)c2cc3c(=O)n(C)c4ccccc4c3n2C)CC1	i	6.7	28.1	-1.7	-1.4	-1.0	1.7	37.8	-13.4
CC(C(=O)NC1CCCC1)N1CCN(Cc2ccccc2)CC1 (configuration not stated)	i	-11.4	16.7	-1.8	-1.6	-0.1	11.0	-8.7	-1.7
CC(=O)c1ccc(NC(=O)CN2C(=O)COc3ccc(Cl)cc32)cc1	i	-4.7	2.4	2.5	4.4	-1.7	-11.7	11.1	-1.0
CCOC(=O)Cc1nc(-c2ccc(Cl)cc2)n[nH]1	i	-12.1	6.3	12.7	0.0	-2.2	4.1	-4.4	-2.5
O=C(c1ccccc1)N(c1ccccc1)c1nccc2ccccc12	i	8.2	8.7	1.2	-2.2	0.0	0.4	-3.1	1.8
Cc1cc(C(=O)CSc2nnnn2C)c(C)n1CCc1ccc(Cl)cc1	i	-9.1	3.5	-7.0	-2.1	-2.8	2.6	-5.0	9.1
COc1ccc2c(-c3cccnc3)cc(=O)[nH]c2c1	i	-0.5	-23.6	1.7	-2.4	-1.9	3.3	-4.5	3.4

2 records drawn at random from the list so far:
mol	Neddylation inh	MLLE-PAM2 inh	SKN-1 inh	MT1-MMP act inh	Rin1 Abl inh	bovine MsrA act	eLon inh	FAS TE block	CendR NRP1 mod
CCSc1nnc(NC(=O)C(Cc2ccccc2)n2cccc2)s1 (configuration not stated)	i	-1.6	-2.5	0.6	-5.1	-1.2	-3.4	0.6	2.6
Cc1nc(Nc2ccc(Cl)cc2)c2nnn(Cc3ccccc3)c2n1	/	-3.4	0.0	-8.1	1.8	-3.6	4.4	18.2	-7.2

Carrying on.
mol	Neddylation inh	MLLE-PAM2 inh	SKN-1 inh	MT1-MMP act inh	Rin1 Abl inh	bovine MsrA act	eLon inh	FAS TE block	CendR NRP1 mod
Cc1ccc(CO/N=C\Cc2snc(Sc3ncc(C(F)(F)F)cc3Cl)c2C#N)cc1	i	-44.0	8.0	-15.5	-1.5	-3.9	-26.4	30.8	-37.4
CC(CCc1ccco1)NC(=O)Cn1ncc2c(=O)oc3ccccc3c21 (configuration not stated)	i	-4.7	2.6	7.8	2.0	-8.8	2.2	12.3	-12.3
CC(C)CNC(=O)C(=O)Nc1ccc2c(c1)N(S(=O)(=O)c1cccs1)CCC2	i	1.5	2.1	1.9	3.3	-4.5	4.5	27.9	9.9
CN(C(=O)COC(=O)C1CCN(S(=O)(=O)c2c(Cl)cccc2Cl)CC1)C1CCCCC1	i	-47.4	11.4	3.0	-0.7	-0.6	-10.4	20.6	1.1
CCn1c(C)nc2cc(C(=O)NNC(=S)Nc3ccccc3Cl)ccc21	i	11.6	-10.6	3.6	-1.4	-5.8	7.3	-7.2	-0.9
O=C(Nc1ccccc1)c1cc(C2CCCCN2C(=O)c2ccccc2)on1 (configuration not stated)	i	3.3	8.3	2.7	-0.7	-2.4	-16.1	4.0	11.3
C=CCn1c(Cc2cccs2)nnc1SCC(=O)NC1CC1	i	19.6	-4.6	-2.5	-1.3	-1.2	-15.3	-4.9	-6.8
CC(C)(CO)NS(=O)(=O)c1ccc2c(c1)Cc1cc(S(=O)(=O)NC(C)(C)CO)ccc1-2	i	1.0	11.8	0.4	0.1	-2.9	-1.8	-0.9	2.9
Cc1ccc(-c2nn(C)c(=O)c3ccccc23)cc1CNC(=O)NC1CCCCC1	i	7.0	-8.1	-0.3	0.5	-1.6	2.0	-4.7	-10.2
Cc1c(C(=O)NCc2ccc(S(N)(=O)=O)cc2)oc2ccc(Cl)cc12	i	-1.5	5.6	5.0	5.2	-5.5	1.4	-0.9	1.9
O=C(COc1ccc(Br)cc1)NCCCN1CCCC1=O	i	-4.7	-1.7	-5.3	0.2	-1.3	-3.8	-5.5	5.9
O=C(c1cccc(S(=O)(=O)N2CCCCCC2)c1)N1CCN(c2ccccc2)CC1	i	6.1	-6.5	0.6	1.2	-1.1	-1.6	8.5	3.2
Cc1ccsc1C(=O)Nc1ccc(C(=O)O)cc1	i	-6.3	13.8	6.1	-0.3	-0.7	-5.3	-6.8	21.4
CC1=NN(C(=O)c2nn(C)cc2Br)C(O)(C(F)(F)F)C1 (configuration not stated)	i	-7.6	-1.6	-6.0	0.0	0.9	-3.6	-11.2	10.0
COc1cc(OC)c(C(=O)OCC(=O)Nc2ccccc2Cl)cc1OC	i	-2.9	-0.2	2.1	1.8	-7.5	8.1	-3.0	-5.1
COc1ccc(C(NC(=O)c2ccco2)c2ccc(OC)c(OC)c2)cc1OC	i	-5.0	4.7	5.2	4.7	-9.3	-2.7	-10.9	14.4
O=C(CN1C(=O)NC2(CCCc3ccccc32)C1=O)N1CCc2ccccc2C1 (configuration not stated)	i	-4.4	-15.4	-1.7	1.8	-4.9	6.6	-5.7	9.1
